Screening data deposited in PubChem by National Center for Advancing Translational Sciences (NCATS).
EPAC1 agonist: qHTS for Agonist of cAMP-regulated guanine nucleotide exchange factor 3 (EPAC1): primary screen | EPAC1 agonist qHTS, biochemical assay; response scale: 100% = response to 6.5 mM cAMP | Potency, µM (highest dose often 154 µM), for the others: top-dose activation, actives largely listed as activators | 360,000 tested, 0.073% active; note: potency is the fitted concentration of half-maximal effect; nearly all actives have a fitted effect of over 60% in size
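Compounds were pinned as a concentration titration into mixtures of EPAC1 (100 nM), BODIPY-GDP-loaded Rap1B (250 nM) and GDP (50 uM). After 5 min at room temperature, fluorescence was followed for 30 min; activity was scaled to 6.5 mM cAMP.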
GLP-1R inv ag: qHTS of GLP-1 Receptor Inverse Agonists (Inhibition Mode) | Potency, µM (series often up to 38.3 µM), inactives show top-dose activity change, negative = inhibition, usual class: inhibitors | HEK293 GLP-1R CRE-luciferase, luminescence, 24 h; GLP-1R form is constitutively active | AID 624417, 2012 | 410,000 tested, 1.6% active | Glucagon-like peptide 1 receptor (Homo sapiens), P43220; note: potency is the fitted concentration of half-maximal effect; % is set by controls: 0 for no effect and ±100 for the full control effect; nearly all actives have a fitted effect of over 55% in size
Target sequence (P43220 whole entry, looked up): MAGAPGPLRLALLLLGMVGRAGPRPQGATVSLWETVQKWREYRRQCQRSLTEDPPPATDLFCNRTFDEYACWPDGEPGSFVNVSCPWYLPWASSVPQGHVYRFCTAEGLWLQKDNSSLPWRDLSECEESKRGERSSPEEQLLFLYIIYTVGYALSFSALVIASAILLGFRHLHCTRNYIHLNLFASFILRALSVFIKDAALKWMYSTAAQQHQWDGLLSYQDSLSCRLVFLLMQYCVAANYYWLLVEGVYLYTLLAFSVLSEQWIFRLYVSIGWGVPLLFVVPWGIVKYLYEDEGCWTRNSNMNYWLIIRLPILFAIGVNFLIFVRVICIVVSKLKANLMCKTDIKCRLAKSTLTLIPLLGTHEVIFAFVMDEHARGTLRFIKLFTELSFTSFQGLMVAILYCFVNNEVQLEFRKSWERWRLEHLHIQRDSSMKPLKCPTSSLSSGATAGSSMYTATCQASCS
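Inverse agonists were sought by their lowering of basal cAMP reporter luciferase output in HEK293 cells stably carrying constitutively active human GLP-1R, after 24 h compound treatment.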
GLP1R ag: qHTS of GLP-1 Receptor Agonists; Glucagon-like peptide 1 receptor (Homo sapiens), P43220; HEK293 GLP-1R CRE-luciferase, luminescence, 4-6 h; cells express a hypersensitive GLP-1R form; 380,000 tested, 0.007% active; Potency, µM (highest dose often 45.6 µM), for the others: at the top dose activation, hits mostly activators; note: potency is the fitted concentration of half-maximal effect; % of control where 0% means no effect
PLK1 PBD inh: qHTS for Inhibitors of PLK1-PDB (polo-like kinase 1 - polo-box domain): Primary Screen; Serine/threonine-protein kinase PLK1 (Homo sapiens), P53350; Plk1 PBD binding of FITC phosphopeptide, fluorescence polarization; Potency, µM, inactives show max response, negative = inhibition, most hits filed as inhibitors; 360,000 tested, 2.8% active; AID 720504, 2013; note: potency is the fitted concentration of half-maximal effect; series mostly up to about 57 µM; % is set by controls: 0 for no effect and ±100 for the full control effect; nearly all actives have a fitted effect of over 65% in size
EPAC1 antag: qHTS for Antagonist of cAMP-regulated guanine nucleotide exchange factor 3 (EPAC1): primary screen; Rap guanine nucleotide exchange factor 3 (Homo sapiens), O95398; EPAC1 GEF assay, Rap1b-BODIPY-GDP exchange fluorescence; Potency, µM (doses to about 115 µM), for the others: at the highest dose activity change, negative = inhibition, most hits filed as inhibitors; 360,000 tested, 0.14% active;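 note: potency is the fitted concentration of half-maximal effect; plate controls were vehicle for no effect and positive control for full effect; nearly all actives have a fitted effect of over 50% in size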
PTHR1 agonist: qHTS for PTHR1 Agonists: Primary Screen; 410,000 tested, 0.075% active; HEK293 GP2 PTHR1 cells, GloSensor cAMP luminescence, 1 h; Potency, µM (titrated, usually from 115 µM), inactives show top-dose activation, usual class: activators; note: potency is the fitted concentration of half-maximal effect; nearly all actives have a fitted effect of over 55% in size; some results filed as inactive show a strong effect at the top dose; inactives centre near -15; many of its hits are not listed in these tables
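HEK-293-derived GP2 cells expressing PTHR1 and a GloSensor cAMP reporter, 3,000/well, plated overnight, given luciferin plus IBMX (each 0.5 mM as added) for 1 h at 37 °C, then compound for 1 h at 37 °C. Luminescence was read after 15 min at room temperature.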
IL2 activator: qHTS of IL-2 Activators; activation, % (series mostly up to about 46 µM); IL-2 activation reporter assay, cell-based qHTS; stimulated with anti-CD3/CD4/CD28 beads; in transgenic mouse T cells; 360,000 tested, 0.065% active; AID 652025, 2013; in the data active = activation above about 50%; inconclusive = mostly about 30% to 49%; note: 0% is about no effect
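Unstimulated transgenic mouse T cells, 750 per well, received compound and, after 60 minutes, anti-CD3/anti-CD4 bead plus anti-CD28 stimulation. EGFP and DsRed were quantified after 18 hours.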
GLP1R cytotox: qHTS of GLP-1 Receptor Inverse Agonists: Cytotox Screen | HEK293 cAMP-luciferase reporter cells, luminescence, 24 h | Potency, µM (top dose mostly 38.3 µM), inactives show top-dose activity change, negative = inhibition, most hits filed as inhibitors | 410,000 tested, 0.13% active;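 note: loss of luciferase light is scored as toxicity; potency is the fitted concentration of half-maximal effect; % is set by controls: 0 for no effect and ±100 for the full control effect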
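Here, cytotoxicity is scored as loss of luminescence. The MLSMR collection was tested on cells seeded in medium containing 10% Nu serum, with a 24 hr compound exposure preceded by 12 hours of culture.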
PI5P4K alpha inh: qHTS for Inhibitors of phosphatidylinositol 5-phosphate 4-kinase (PI5P4K). Phosphatidylinositol 5-phosphate 4-kinase type-2 alpha (Homo sapiens), P48426. PI5P4Kalpha enzyme, ADP-Glo luminescence, 60 min; hits give low values. max response, %. 330,000 tested, 1.2% active. AID 652105, 2013; active = max response of -50% or lower; inconclusive = between -30% and -50%; inactive = -30% or higher; note: value at the top dose of about 77 µM; % is set by controls: 0 for no effect and ±100 for the full control effect
Target sequence (P48426 whole entry, looked up): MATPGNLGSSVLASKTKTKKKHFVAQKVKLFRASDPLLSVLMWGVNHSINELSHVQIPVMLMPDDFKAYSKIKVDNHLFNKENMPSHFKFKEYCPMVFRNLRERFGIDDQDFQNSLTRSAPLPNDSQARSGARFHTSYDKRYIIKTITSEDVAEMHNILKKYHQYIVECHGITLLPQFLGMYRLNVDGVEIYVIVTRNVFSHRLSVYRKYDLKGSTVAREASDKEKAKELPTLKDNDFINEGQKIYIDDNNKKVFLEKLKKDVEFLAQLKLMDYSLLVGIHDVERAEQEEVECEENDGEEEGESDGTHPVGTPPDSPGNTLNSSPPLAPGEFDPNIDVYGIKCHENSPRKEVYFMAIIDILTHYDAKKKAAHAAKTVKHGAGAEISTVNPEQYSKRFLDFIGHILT
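qHTS, 1536-well: enzyme/substrate mix, compound by pin tool, 5 microM ATP final; RT 60 min; ADP-Glo reagents 1 (45 min) then 2 (30 min); luminescence.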
Active calls of the source: *; i = inactive; ? = inconclusive; / = not tested or not shown; [ ] = remark or other dose. Unless noted, calls come from the whole dose curve; as a rule, active = well fitted curve in the direction sought with a large enough effect; inconclusive = small, poorly fitted or top-dose-only effect, or another doubt; inactive = no such curve, though single readings can be large; an effect the other way counts as inactive or inconclusive. This is a subset. The share of hits here may be higher or lower than overall.

Fields: EPAC1 agonist, GLP-1R inv ag, GLP1R ag, PLK1 PBD inh, EPAC1 antag, PTHR1 agonist, IL2 activator, GLP1R cytotox, PI5P4K alpha inh
> Cc1cc(NC(=O)CSc2nc(Cc3ccccc3)c(C)[nH]2)no1
 : 3%, 0%, 7%, -7%, 8%, i, -3.1, 3%, 3
> CC(=O)c1ccc(NC(=O)CSc2nc(C3CC3)nc3ccccc23)cc1
 : 6%, -8%, 6%, -11%, 14%, -28%, -3.8, ?, 2
> CCC[C@@H]1C[C@@H](C(=O)NC(C(C)Cl)[C@H]2O[C@H](SC)[C@H](O)[C@@H](O)[C@H]2O)N(C)C1 (stereo not given in full)
 : -2%, 0%, -3%, -3%, 8%, -4%, 0.3, 1%, -3
> CN(C)S(=O)(=O)c1ccc(=S)[nH]c1
 : 0%, 5%, 6%, 24µM*, 6%, 6%, 0.3, 3%, 0
> COc1ccc2[nH]c3c(c2c1)CCN1C(=O)N([C@@H](C)C(=O)NC2CCN(Cc4ccccc4)CC2)C(=O)[C@]31C
 : -18%, -25%, 1%, 3%, 13%, -46%[inhibitor], 0.0, 1%, 3
> O=C(COc1ccc(/C=N/NS(=O)(=O)c2ccccc2)cc1)Nc1ccc(F)cc1
 : 6%, ?, 2%, -3%, -6%, -15%[57.5 µM], 0.1, -21%, 2
> Cc1nn(Cc2ccc(Cl)cc2)c(C)c1NC(=O)/C=C/c1cnn(C)c1
 : -3%, 0%, 6%, -5%, 1%, -17%, -1.3, -25%, -5
> COc1cc(OC)cc(-c2c(C#Cc3ccsc3)c3cc(-c4ccc(OC)c(F)c4)ccc3n2C)c1
 : 1%, 20%, 0%, 5%, 10%, 0%, 2.4, 8%, 2
> CC(=NCc1ccccc1)c1ccc(O)cc1O
 : 1%, 5%, -3%, -2%, -7%, -12%, 2.0, -6%, 1
> CCc1nc2ccc(C(=O)NCCN3CCOCC3)cn2c1N(CC)CCOC
 : -6%, 13%, -1%, -10%, 1%, -19%, 0.8, -3%, 3
> COc1ccc(NC(=O)C2C3C=CC4(O3)C2C(=O)N(CCN2CCCCC2)C4C(=O)NC2CCCCC2)cc1 (stereo not given)
 : 7%, -15%, 1%, -1%, -9%, i, -0.7, -6%, 4
> CC1(C)C(=O)Nc2ccccc2N1C(=O)COC(=O)c1cccnc1
 : 12%, 1%, -7%, -13%, 3%, 29%, 0.2, 2%, ?
> O=C(CCC(=O)NNC(=O)c1ccc(Cl)cc1Cl)NCc1ccccc1
 : -10%, -10%, -4%, -9%, -7%, i, -0.2, 6%, 1
> Cc1nc(CSc2ccc(Cl)cc2)cc(N2CC(C)OC(C)C2)n1 (stereo not given)
 : -17%, ?, 8%, -13%, ?, i, 1.1, -4%, 7
> COCCNc1nc(SCc2ccccc2)nc2sc3c(c12)CCC3
 : 1%, ?, 7%, -9%, -4%, i, -1.9, 4%, 9
> C[C@H](CO)NC(=O)[C@H](C)[C@H]1C[C@]1(C)[C@H](NC(=O)OCc1ccccc1)c1ccccc1
 : -3%, -14%, -3%, -2%, 4%, i, -0.2, 4%, 4
> Cc1cc(=O)oc2c3c(cc(OCC(=O)Nc4cccnc4)c12)OC(C)(C)CC3
 : -19%, 32%[activator], 10%, 1%, 12%, -16%, -0.6, 5%, -1
> Cc1nc(NC(=O)CSc2nccn2C)sc1C(=O)N(C)C
 : 6%, -4%, 6%, -4%, 8%, i, 2.3, -2%, 0
> CN1CCc2c(sc3nc(SCC(N)=O)n(-c4ccc(Cl)cc4)c(=O)c23)C1
 : -7%, -20%, -1%, -20%, -4%, -16%, 0.2, 3%, -21
> Cc1ccc(N(CC(O)CN2CCCC2)S(=O)(=O)c2ccc(C)cc2)cc1 (stereo not given)
 : 5%, ?, -1%, 3%, -6%, 0%, 1.4, -6%, 2
> CC(=O)c1cc(CN2CCN(C(C)C)C(CCO)C2)cs1 (stereo not given)
 : -7%, 10%, -1%, -3%, -17%, -3%, -2.4, 1%, 3
> O=C(Oc1ccc(-c2nnco2)cc1)C1CCN(C(=O)c2ccc(F)cc2)CC1
 : 0%, 4%, -17%, -8%, ?, -9%, -3.2, -2%, 0
> CC(C)(C)C1C/C(=C/c2ccccn2)C(=O)/C(=C/c2ccccn2)C1 (stereo not given)
 : 2%, ?, 1%, ?, -17%, -32%[inhibitor], -3.0, ?, 3
> CCOc1ccc(CNCCCSc2ncccn2)cc1
 : -11%, 1%, -2%, 3%, 10%, i, -2.1, -9%, 0
> CC(OC(=O)c1cc(S(=O)(=O)N2CCOCC2)ccc1Br)C(=O)N1CCOCC1 (stereo not given)
 : 13%, 9%, 11%, -5%, 5%, i, 4.7, -18%, -1
> Nc1cc(=O)nc(SCC(=O)Nc2cccc3ccccc23)n1CCc1ccccc1
 : 6%, 0%, -1%, -9%, 13%, i, -3.5, 2%, /
> COc1ccc(CCCC(=O)Nc2ccc(F)cc2)cc1
 : 8%, 5%, -4%, 21µM*, 0%, -52%[inhibitor], -0.5, -5%, -8
> O=C(CCc1cn2ccccc2n1)NC1CCCc2c1cnn2-c1ccccc1F (stereo not given)
 : 1%, 0%, 1%, 0%, 7%, i, -0.6, -4%, 2
> Cc1cc(C)c(S(=O)(=O)c2ccccc2C)c(OCCO)n1
 : 10%, 3%, 1%, -12%, 3%, i, -1.8, 1%, -1
> CCOC(=O)c1cc2c(=O)c3ccccc3oc2nc1C
 : 7%, 17%, 0%, -12%, 18%, -18%, 2.7, 36%, -9

Three entries from above, sorted by the value under EPAC1 agonist, high to low:
SMILES | EPAC1 agonist
Cc1nc(NC(=O)CSc2nccn2C)sc1C(=O)N(C)C | 6%
O=C(Oc1ccc(-c2nnco2)cc1)C1CCN(C(=O)c2ccc(F)cc2)CC1 | 0%
O=C(CCC(=O)NNC(=O)c1ccc(Cl)cc1Cl)NCc1ccccc1 | -10%

(continued)
Fields: EPAC1 agonist, GLP-1R inv ag, GLP1R ag, PLK1 PBD inh, EPAC1 antag, PTHR1 agonist, IL2 activator, GLP1R cytotox, PI5P4K alpha inh
> O=C(Nc1ccc2c(c1)OCO2)c1ccc(NC2CC2)c([N+](=O)[O-])c1
 : 7%, ?, 3%, -2%, -7%, i, 0.4, -38%, 1
> Cn1c(Cc2cccs2)nnc1SCC(=O)N1CCCc2ccccc21
 : 2%, -9%, -5%, -3%, 10%, i, -1.0, -14%, 0
> CCC(=O)Nc1sc2c(c1C#N)CC(C)(CC)OC2 (stereo not given)
 : 2%, 2%, 17%, ?, -1%, i, -1.2, 3%, -1
> CC(=O)N1CCN(c2nc(-c3ccco3)c3c(c2C#N)CC(C)(C)SC3)CC1
 : 6%, -8%, 32%, -29%, -2%, -11%, -2.4, 19%, -24
> COc1cccc(OC)c1C(=O)Nc1ccccc1N1CCCC1
 : 4%, 10%, 3%, -1%, -17%, -14%, -1.7, -12%, -5
> CCOC(=O)c1cc2sccc2n1CCCN1C(=O)c2ccccc2C1=O
 : 5%, -18%, 26%, 2%, -2%, -4%[57.5 µM], 0.5, -10%, /
> COc1ccc(OCCCC(=O)OC(C)C(=O)Nc2ccccc2[N+](=O)[O-])cc1 (stereo not given)
 : 5%, 19%, -18%, -1%, 2%, i, 2.7, -2%, 4
> CN(N)c1nc(-c2ccccc2)nnc1C(F)(F)F
 : 1%, 3%, 2%, -2%, 1%, -18%, 0.4, 24%, -5
> O=C(NCCCN1CCCC1=O)c1cccc(Oc2ccccc2)c1
 : 9%, 4%, 11%, -3%, -4%, -16%, 0.2, -4%, -2
> Cc1ccc(S(=O)(=O)NCC(c2ccccc2)N2CCCCC2)cc1 (stereo not given)
 : 2%, 10µM*, 6%, 1%, -4%, i, 2.1, 7%, 10
> O=C(Oc1cccc([N+](=O)[O-])c1)N1CCCCC1
 : -4%, 2%, 2%, -5%, 1%, -6%, 2.0, -12%, -11
> Cc1ccc(C)c(NC(=O)C(OC(=O)c2cnc(C)cn2)c2ccccc2)c1 (stereo not given)
 : 1%, 12%, -19%, 3%, 11%, -15%, 1.5, 25%, -2
> COc1ccc2nc3c(c(-c4ccccc4)c2c1)CCC3
 : -6%, -6%, 19%, -6%, -26%, i, -1.4, 6%, 0
> COc1ccc(CNC(=O)CN(CCC(C)C)S(=O)(=O)c2ccc3c(c2)OCCO3)cc1
 : 7%, -29%, 18%, 1%, -24%, -27%, -0.9, 2%, 7
> O=C(O)CN1C(=O)NC2NC(=O)NC21 (stereo not given)
 : 6%, 0%, -8%, -13%, 7%, -10%[57.5 µM], 0.0, 1%, /
> O=C(Nc1ccc(Oc2cccnc2)cc1)C1CCN(Cc2ccccc2F)CC1
 : -2%, ?, 6%, 0%, -7%, -3%, -2.6, -1%, -8
> COc1ccc(C(CNC(=O)C(=O)NC2CCCCC2)N2CCN(C)CC2)cc1 (stereo not given)
 : -12%, -23%, 0%, 0%, 9%, i, -1.5, 0%, -5
> O=C(CSCc1cccc(Br)c1)N=Nc1c(O)[nH]c2ccccc12
 : 25%, ?, 14%, -10%, -10%, -8%[57.5 µM], 1.1, -15%, 0
> CC(=O)Nc1cccc(-c2cn3ccc(C)cc3n2)c1
 : -8%, 14%, 4%, 1%, -20%, -22%, 0.7, 4%, -9
> CN=C(C)/C(C(=O)OC)=C(/O)c1ccccc1F
 : 7%, -10%, 5%, -13%, -9%, 24%, -4.0, 4%, 3
> Cc1ccc(C)c(NC(=O)COC(=O)CC2CC3CCC2C3)c1 (stereo not given)
 : -1%, ?, 15%, 1%, -9%, -11%, -0.8, -5%, 10
> CC(=O)Nc1ccc(NC(=O)COc2ccc(S(=O)(=O)N3CCCC3)cc2)cc1
 : 0%, 37%, 4%, 3%, 9%, -16%, 0.2, 2%, 0
